# Screening data deposited in PubChem BioAssay by several laboratories.
# OPRM1-OPRD1 ag: OPRM1-OPRD1 heterodimerization agonism; cells, luminescence; activation, % at 9.3 µM; 340,000 tested, 0.3% active; in the data active = activation above about 18%;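 also: 0% = vehicle-treated cells and 100% = reference agonist; values of inactives mirror those of a sister screen read the other way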
# phage Ecoli inh: E. coli growth loss with phage present; growth absorbance; inhibition, % at 11.9 µM; 360,000 tested, 0.26% active; AID 651602; in the data active = inhibition above about 11%
# AddAB inh: less growth of phage-infected E. coli with AddAB. E. coli expressing H. pylori AddAB, absorbance growth. inhibition, % at 11.9 µM. 330,000 tested, 0.29% active; in the data active = inhibition above about 12%;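 also: 0% = vehicle wells of infected cells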
# Mot1-301 SUMO: blocks SUMOylation pathway, rescuing yeast Mot1-301 growth; S. cerevisiae Mot1-301 growth rescue, ATP luminescence, 38.5C; percent above DMSO median, 100 means doubled; AID 2716; growth rescue, % at 18.8 µM; 320,000 tested, 1% active;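 active = every valid replicate shows activation above 250% relative to neutral control wells; inactive = the rest, any valid replicate at or below 250%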;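 also: OY570 slx delta 5 strain wells were the positive control but not used for scaling; some compounds called inactive have numbers as strong as hits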
# HTR5A inv ag: inverse agonist of human HTR5A in OPRM1-OPRD1 counter-screen | HTR5A cell line, luminescence, inverse agonism | inhibition, % at 9.3 µM | 340,000 tested, 0.083% active | AID 504634; in the data active = inhibition mostly above about 23%, no sharp cut-off; inactive = mostly below about 18%;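 also: 0% = cells with DMSO and 100% = no-cell wells with DMSO; some compounds called inactive have numbers as strong as hits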
# Target sequence (P47898 whole entry, looked up): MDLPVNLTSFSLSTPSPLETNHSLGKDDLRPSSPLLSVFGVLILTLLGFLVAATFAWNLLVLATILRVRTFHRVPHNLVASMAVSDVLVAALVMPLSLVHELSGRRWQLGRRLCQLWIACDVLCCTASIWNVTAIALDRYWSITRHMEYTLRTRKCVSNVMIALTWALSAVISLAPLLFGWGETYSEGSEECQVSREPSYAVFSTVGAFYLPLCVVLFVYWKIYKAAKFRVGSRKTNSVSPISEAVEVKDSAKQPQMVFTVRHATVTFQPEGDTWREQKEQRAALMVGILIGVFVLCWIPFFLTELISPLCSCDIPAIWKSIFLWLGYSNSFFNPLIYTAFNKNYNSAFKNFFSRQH
# MOR-DOR inv ag: inverse agonist of human OPRM1-OPRD1 heterodimerization; P35372+P41143; cell-based MOR-DOR heterodimer luminescence, inverse agonism; inhibition, % at 9.3 µM; 340,000 tested, 0.21% active; AID 504357; in the data active = inhibition above about 22%, passing the limit was not always enough;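 also: 0% = cells with DMSO and 100% = wells without cells with DMSO; values of inactives mirror those of a sister screen read the other way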
# Tat transport: inhibitors of E. coli Tat protein transport; E. coli MC4100 TorA-mCherry Tat export, fluorescence; inhibition, % at 10 µM; 340,000 tested, 0.036% active;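 active = mean replicate inhibition at least 50% and at least half of replicates individually reaching 50%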;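 also: exported cargo escapes ClpAP degradation while cytoplasmic cargo is degraded and loses fluorescence; 0% = median of neutral control wells and 100% = median of NaSCN control wells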
# PfHsp90 yeast 2: inhibits growth of yeast expressing Plasmodium falciparum Hsp90; S. cerevisiae expressing PfHsp90, BacTiter-Glo ATP, 48 h; yeast lacking PDR1 and PDR3 efflux regulators; inhibition, % at 9.4 µM; 310,000 tested, 0.32% active;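 active = every replicate shows inhibition above about 80%, whatever the replicate mean, limit read from the data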;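 also: 0% = DMSO neutral controls and 100% = 20 µM radicicol positive controls; yeast relying on Plasmodium falciparum Hsp90 in place of its own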
# PKA-R1A activ: activates the PKA-R1A holoenzyme complex. P00514+P68181. PKA-R1A dissociation, Cy5-IP20 fluorescence polarization; scaled: DMSO 0%, 113 µM cGMP 100%. activation, % at 11.4 µM. 340,000 tested, 0.083% active;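 active = percent activation above the mean of all tested compounds plus 3 SD, cut at about 19% in these data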;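 also: higher means more PKAc released from R1A so a rise in polarization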
# Ecoli viability: bacterial growth inhibition, counter-screen for AddAB inhibitors; 330,000 tested, 0.27% active; AID 449728; E. coli V3065 growth, OD600 absorbance, 18 h; inhibition, % at 11.9 µM;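 active = inhibition above the campaign's mean inhibition across all tested compounds plus 3 SD, cut at about 9.9% in these data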;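 also: uninfected addAB+ strain grown without phage in ampicillin broth; 0% = DMSO wells and 100% = ciprofloxacin 0.95 µg/ml wells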
# PKA-R2B activ: PKA-R2B complex activation; P22694+P31323; PKA-R2B holoenzyme dissociation, Cy5-IP20 fluorescence polarization; R2B truncated from residue 108, S112A mutant; 0% DMSO only, 100% 113 µM cGMP; activation, % at 11.4 µM; 340,000 tested, 0.079% active; AID 504700;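 active = activation above a cutoff set at the mean over all compounds plus 3 SD, cut at about 18% in these data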;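 also: higher means more holoenzyme dissociation and a rise in polarization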
# Target sequence (P31323 whole entry, looked up, other chains not shown, the tested form may be a part): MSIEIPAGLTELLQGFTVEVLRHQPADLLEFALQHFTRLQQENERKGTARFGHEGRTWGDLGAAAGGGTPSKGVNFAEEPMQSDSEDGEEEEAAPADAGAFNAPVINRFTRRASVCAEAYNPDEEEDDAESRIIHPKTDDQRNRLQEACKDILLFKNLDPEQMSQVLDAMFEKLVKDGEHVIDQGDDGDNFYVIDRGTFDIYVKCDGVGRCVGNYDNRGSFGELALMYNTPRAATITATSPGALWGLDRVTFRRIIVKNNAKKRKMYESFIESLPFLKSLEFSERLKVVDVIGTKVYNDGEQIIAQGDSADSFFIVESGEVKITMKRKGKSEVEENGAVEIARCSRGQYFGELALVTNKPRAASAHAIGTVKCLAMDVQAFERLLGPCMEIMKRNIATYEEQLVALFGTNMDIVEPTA
# An asterisk follows results filed as active; . = no result given.
SMILES,OPRM1-OPRD1 ag,phage Ecoli inh,AddAB inh,Mot1-301 SUMO,HTR5A inv ag,MOR-DOR inv ag,Tat transport,PfHsp90 yeast 2,PKA-R1A activ,Ecoli viability,PKA-R2B activ
CCn1c(CC(=O)Nc2ccc(C)cc2)n[nH]c1=S,0.6,-0.9,0.3,42,13,-3,-5,-3,0,-0.2,-3
CCOC(=O)N/N=C\c1sccc1C,1.4,5.8,-0.2,.,10,-9,1,4,6,0.1,-1
O=C(c1cc([N+](=O)[O-])cc([N+](=O)[O-])c1)N1CCOCC1,2.0,4.1,7.1,3,-40,-10,-6,-9,-2,2.4,1
COc1ccc2c(c1)C(=O)N1[C@H]3c4cc(Br)ccc4OC[C@@H]3[C@H](c3ccccc3)[C@]1(C)C(=O)N2,0.2,.,1.3,22,-39,-1,-3,1,-6,-1.0,-6
C#CCN1C(=O)C(O)(CC(=O)/C=C/c2ccco2)c2ccccc21 (stereo unspecified),-3.2,2.8,1.9,0,0,22,-3,-20,5,0.8,10
OC1CCN(CC(O)C(F)(F)F)CC1 (stereo unspecified),-1.7,3.1,0.7,8,5,9,-8,-17,7,-2.6,5
COc1cc(C(=S)N2CCCC2)cc(OC)c1OS(=O)(=O)c1ccc(NC(C)=O)cc1,-1.2,2.1,0.3,4,19,7,7,-14,-2,-1.8,1
COc1ccc(Oc2cn[nH]c2-c2ccc(O)cc2O)cc1,-1.5,2.7,1.1,7,-8,9,-11,16,-4,0.4,6
COc1cccc(OC)c1C(=O)OCC(=O)Nc1cccnc1Cl,-0.3,3.5,-1.3,-1,-8,1,-7,6,-7,1.0,-3
COc1ccc(Cl)cc1C(=O)OCC(=O)NCCNC(=O)COC(=O)c1cc(Cl)ccc1OC,-2.4,-0.1,0.6,-11,17,13,-1,6,-2,-1.4,-2
Oc1ccc(C[C@H]2CNC(=S)N2CC2CCCN2C[C@H](Cc2ccc(O)cc2)N2C[C@H](Cc3ccc(O)cc3)N(CC3CCCCCC3)C2=S)cc1 (stereo partly specified),3.8,4.2,.,.,-20,-17,-18,-26,4,.,1
COc1ccc(C(=O)ON=C2c3ccccc3-c3ccccc32)cc1OC,-1.5,5.8,1.4,2,4,9,3,-6,6,-0.5,0
COC(=O)C1N[C@@H]([C@@H](NC(=O)COc2ccccc2)C(=O)Nc2ccc(OC)cc2)SC1(C)C (stereo partly specified),-3.3,1.6,2.5,7,-19,18,11,.,0,3.1,-12
Cc1ccc(/C=C/C(=O)N2CCCC(C(N)=O)C2)o1 (stereo unspecified),-2.8,-2.1,3.1,11,-2,15,-8,-1,3,2.0,-3
NC(=O)c1ccc(NC(=O)COC(=O)c2c3c(nc4ccccc24)/C(=C\c2cccs2)CCC3)cc1,1.5,1.5,-0.7,5,-4,-11,1,.,6,0.0,4

# Quoted from the listing:
# COc1ccc(Oc2cn[nH]c2-c2ccc(O)cc2O)cc1 in Mot1-301 SUMO: 7
# COc1cccc(OC)c1C(=O)OCC(=O)Nc1cccnc1Cl in AddAB inh: -1.3
# COC(=O)C1N[C@@H]([C@@H](NC(=O)COc2ccccc2)C(=O)Nc2ccc(OC)cc2)SC1(C)C (stereo partly specified) in Mot1-301 SUMO: 7
# OC1CCN(CC(O)C(F)(F)F)CC1 (stereo unspecified) in Ecoli viability: -2.6
# COc1ccc(Cl)cc1C(=O)OCC(=O)NCCNC(=O)COC(=O)c1cc(Cl)ccc1OC in phage Ecoli inh: -0.1
# CCOC(=O)N/N=C\c1sccc1C in HTR5A inv ag: 10
# Oc1ccc(C[C@H]2CNC(=S)N2CC2CCCN2C[C@H](Cc2ccc(O)cc2)N2C[C@H](Cc3ccc(O)cc3)N(CC3CCCCCC3)C2=S)cc1 (stereo partly specified) in HTR5A inv ag: -20

# (listing goes on)
SMILES,OPRM1-OPRD1 ag,phage Ecoli inh,AddAB inh,Mot1-301 SUMO,HTR5A inv ag,MOR-DOR inv ag,Tat transport,PfHsp90 yeast 2,PKA-R1A activ,Ecoli viability,PKA-R2B activ
COc1ccc(CCNC(=O)CSc2nc3cc(Cl)ccc3o2)cc1OC,-2.0,-0.5,-0.4,0,-19,10,5,-8,-11,1.9,-7
Oc1ccc(Cl)cc1C=NCCc1ccccc1,-0.3,2.4,2.8,-1,-18,2,-9,4,-7,2.2,-1
O=C(COc1ccc2c(c1)OCO2)Nc1nnc(Cc2ccccc2)s1,-0.1,0.2,2.2,-13,12,1,-12,-30,0,-1.0,0
O=C(CN(C(=O)C1CSC(=O)C1)c1cccc(F)c1)NCc1ccc2c(c1)OCO2 (stereo unspecified),-2.0,-0.3,1.3,-3,-7,11,2,-3,-3,-2.6,0
CSCCC(NC(=O)c1ccco1)C(=O)N(C)CC(=O)Nc1ccccc1Br (stereo unspecified),-2.2,-1.2,.,.,16,14,-1,.,2,.,-5
O=C(O)c1cc(NCc2ccc3c(c2)OCO3)ccc1N1CCOCC1,-3.6,3.4,-1.3,-16,-22,16,1,-6,-4,1.5,3
NC(=O)C1CCN(c2nc3ccccc3nc2NS(=O)(=O)c2ccc(Br)cc2)CC1,-0.3,2.7,-2.6,12,-9,1,-1,-1,3,-2.1,-10
COc1cccc(CN2CCC(Oc3ccc(C(=O)NCc4ccccn4)cc3)CC2)c1O,-0.3,0.2,.,.,-13,2,-1,7,-4,.,5
c1ccc2oc(-c3ccn[nH]3)cc2c1,-0.7,1.8,3.0,-6,3,3,-1,-18,14,2.0,-8
CCOC(=O)CSc1nnc(CSc2nc3sc4c(c3c(=O)[nH]2)CCCC4)n1-c1ccccc1,3.3,2.0,4.0,.,-7,-18,12,.,2,-0.5,2
CC(C)c1ccc(OCC(=O)Nc2ccncc2)cc1,-2.7,0.6,1.4,11,-15,12,-3,9,3,0.8,5
Cc1noc(C)c1S(=O)(=O)N(C)C[C@H]1Oc2c(NC(=O)Nc3ccc(C(F)(F)F)cc3)cccc2C(=O)N([C@H](C)CO)C[C@@H]1C,-2.7,3.0,-1.7,21,6,12,-2,25,-4,-1.6,-3
CSc1cccc(NC(=S)N2CCCN(Cc3cccc(Cl)c3)C2)c1,7.5,2.0,3.9,212,-5,-41,7,-16,-4,0.7,2
C[C@H](CO)N1C[C@H](C)[C@@H](CN(C)S(=O)(=O)c2cccs2)Oc2ccc(NC(=O)CCC(F)(F)F)cc2C1=O,2.8,0.5,1.6,26,-23,-16,-1,9,-7,0.6,4
NC(=O)c1ccccc1OCC(=O)N1CCCc2ccccc21,-0.7,0.6,1.4,5,-7,5,0,17,-4,-0.8,3
CC(C)CC(c1nnnn1C1CCCCC1)N1CCN(C(=O)c2ccco2)CC1 (stereo unspecified),-1.9,-0.1,4.1,706*,-35,10,3,1,-7,2.0,-1
COc1ccc(Cl)cc1NC(=O)CCS(=O)(=O)c1ccc(C)cc1,-2.9,0.9,1.1,7,-5,13,7,4,-11,-2.0,-3
CC(Oc1ccc(Cl)cc1C(N)=O)C(=O)N1CCc2ccccc21 (stereo unspecified),-2.6,4.4,-1.9,10,-3,13,16,-5,10,0.1,2
CC[C@H](C)C(C(=O)N1CCN(C(=O)OC(C)(C)C)CC1)n1cc(C(Cc2ccc(O)cc2)NC(=O)OC(C)(C)C)nn1 (stereo partly specified),-1.5,-2.0,3.1,1,15,7,-8,-1,-14,-0.3,-5
Fc1ccccc1/C=N/n1c(C2CCCCC2)n[nH]c1=S,5.3,-1.0,-2.9,-1,-20,-26,6,-16,-3,-1.9,-6
CC(=O)c1ccc(NC(=O)C2CC(c3ccc(F)cc3)=NO2)cc1 (stereo unspecified),-3.1,1.8,0.2,3,10,17,6,8,-7,0.6,-10
COC(=O)c1cc(N=Cc2c(O)c3ccccc3oc2=O)cc(C(=O)OC)c1,-1.6,.,4.5,-5,20,9,0,-8,2,-0.7,-15
Nn1c(SCC(=O)NCC2CCCO2)nnc1-c1ccco1 (stereo unspecified),-3.3,4.0,-0.8,3,9,13,2,-9,0,2.8,5
COCCCNC(=O)c1ccc([N+](=O)[O-])c(Cl)c1,-3.4,1.9,3.3,4,10,17,-8,-18,-7,-0.1,-8
CCOc1ccc(C(C)=O)cc1CSc1nnnn1-c1ccc(O)cc1,0.9,-0.7,-0.1,-22,-3,-4,3,-20,-4,-0.3,3
CCOC(=O)[C@@H]1[C@H]2COc3cc(OC)ccc3[C@H]2N2C(=O)N(c3ccc(Cl)cc3)C(=O)[C@]12C,-2.0,3.0,3.8,-10,3,12,3,-9,10,-1.8,-1
O=C(NCCN1CCCCC1)Nc1ccc(F)cc1,-2.2,1.9,2.2,-13,4,11,4,0,-9,-2.8,-1
CCOC(=O)C1CCN(Cc2cn(C)nc2-c2ccc(Oc3ccccc3)cc2)CC1,3.8,0.5,4.9,5,15,-20,0,.,3,-1.8,-9
Cc1ccc(S(=O)(=O)NCC(=O)NCc2ccncc2)cc1,-1.4,-1.3,0.0,1,0,6,-2,-10,-3,-2.6,-1
O=C(CSc1nnc(-c2ccc(O)cc2)n1-c1ccccc1)CC(=O)Nc1ccccc1,-1.2,3.6,1.0,-5,-24,6,7,-21,0,-0.8,0

# The closing two compounds of the part before come first, to join the parts:
SMILES,OPRM1-OPRD1 ag,phage Ecoli inh,AddAB inh,Mot1-301 SUMO,HTR5A inv ag,MOR-DOR inv ag,Tat transport,PfHsp90 yeast 2,PKA-R1A activ,Ecoli viability,PKA-R2B activ
Cc1ccc(S(=O)(=O)NCC(=O)NCc2ccncc2)cc1,-1.4,-1.3,0.0,1,0,6,-2,-10,-3,-2.6,-1
O=C(CSc1nnc(-c2ccc(O)cc2)n1-c1ccccc1)CC(=O)Nc1ccccc1,-1.2,3.6,1.0,-5,-24,6,7,-21,0,-0.8,0
COc1ccccc1CNC(=O)CCCc1cn(C)c2ccccc12,0.4,-1.8,.,2,13,-2,5,-24,0,.,6
CCOc1ccc(NC(=O)CN(C)C(=O)c2cccnc2Sc2ccccc2Cl)cc1OCC,-2.8,-0.5,-2.2,-6,13,18,3,.,-15,0.3,-4
CN(C(=O)c1cccc(NC(=O)Cc2cccc(NC(=O)C3CCN(C(=O)C4CCCCC4)CC3)c2)c1)C1CCC1,0.0,0.9,.,.,-2,0,1,-18,-1,.,1
CC(C)c1nnc(NC(=O)C2CCCN2C(=O)Nc2ccccc2)s1 (stereo unspecified),0.5,1.9,4.8,0,-20,-2,0,18,9,1.3,7
O=C(C1CCCN(S(=O)(=O)Cc2ccccc2)C1)N1CCc2ccccc21 (stereo unspecified),0.3,2.9,0.9,-5,7,-2,-5,10,-7,0.6,-7

# Entries of single compounds, looked up by structure. Order of screens: OPRM1-OPRD1 ag, phage Ecoli inh, AddAB inh, Mot1-301 SUMO, HTR5A inv ag, MOR-DOR inv ag, Tat transport, PfHsp90 yeast 2, PKA-R1A activ, Ecoli viability, PKA-R2B activ
# `O=C(C1CCCN(S(=O)(=O)Cc2ccccc2)C1)N1CCc2ccccc21` (stereo unspecified) in the list: 0.3, 2.9, 0.9, -5, 7, -2, -5, 10, -7, 0.6, -7
# `COc1ccccc1CNC(=O)CCCc1cn(C)c2ccccc12` in the list: 0.4, -1.8, ., 2, 13, -2, 5, -24, 0, ., 6
